# Screening results from PubChem.
# POLH inh = blocks human DNA polymerase eta activity. AID 588591. actives 1.2% (n = 390,000). recombinant Pol eta, fluorescent DNA replication assay. Potency, µM (doses to about 114 µM), for the others: top-dose activity change, negative = inhibition, hits mostly inhibitors. Q9Y253; also: % is scaled to controls: 0 for no effect and ±100 for the full control effect
#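 Pol eta (10 nM) was preincubated with compounds for 15 min at room temperature, after which fluorescent replication substrate (50 nM final) was added to start the reaction. Fluorescence was read kinetically at 0 and 10 min.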
# BLM helicase inh = blocks DNA unwinding by human BLM helicase; actives 0.2% (n = 350,000); Potency, µM (doses to about 56.1 µM), inactives show at the highest dose activity change, negative = inhibition, hits mostly inhibitors; recombinant BLM DNA unwinding, fluorescence dequenching; P54132;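 also: plate controls were vehicle for no effect and no enzyme for full effect; nearly all actives have a fitted effect of over 35% in size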
# BAZ2B inh = blocks human BAZ2B; actives 4.4% (n = 360,000); AlphaScreen BAZ2B-H3K14Ac peptide displacement; Potency, µM (highest dose often 114 µM), for inactives: at the top dose activity change, negative = inhibition, most hits filed as inhibitors; Q9UIF8; also: % is scaled to controls: 0 for no effect and ±100 for the full control effect; nearly all actives have a fitted effect of over 60% in size
#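 Complex of BAZ2B and biotin-H3K14Ac (50 nM apiece) forms over 30 min at RT, then faces library compounds up to 110 uM for another 30 min; AlphaScreen beads added, 20 min dark incubation, luminescence read.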
# Pol iota inh = DNA polymerase iota (human) inhibition; Q9UNA4; Pol iota fluorescent replication assay, 10 min; Potency, µM (highest dose often 115 µM), for inactives: at the highest dose activity, negative = inhibition, usual class: inhibitors; actives 1% (n = 390,000); AID 588590
#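 Pol iota at 10 nM preincubated 15 min with compounds at room temperature; reaction started with fluorescent substrate, 50 nM final. Fluorescence read kinetically at 0 and 10 min; buffer-only wells as negative control.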
# G9a block = G9a (human) methyltransferase inhibition. G9a H3K9 monomethylation, AlphaScreen, 2 h. Potency, µM (series often up to 102 µM), for the others: at the highest dose activity, negative = inhibition, actives largely listed as inhibitors. actives 8.8% (n = 350,000). AID 504332; also: % is scaled to controls: 0 for no effect and ±100 for the full control effect; nearly all actives have a fitted effect of over 75% in size
# Target sequence (Q96KQ7 913-1193 limits assumed): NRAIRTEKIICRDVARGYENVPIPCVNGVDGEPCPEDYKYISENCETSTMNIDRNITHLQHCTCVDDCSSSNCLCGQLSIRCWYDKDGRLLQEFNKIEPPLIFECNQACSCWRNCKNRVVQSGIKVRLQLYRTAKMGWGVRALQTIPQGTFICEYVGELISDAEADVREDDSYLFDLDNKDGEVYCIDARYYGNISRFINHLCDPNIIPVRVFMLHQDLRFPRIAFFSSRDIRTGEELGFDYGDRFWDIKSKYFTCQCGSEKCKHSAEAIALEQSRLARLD
#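 AlphaScreen read-out: biotin-H3K9 peptide (500 nM) methylation by 20 nM enzyme with 20 uM SAM, 2 h at room temperature after 15 min compound preincubation; anti-monomethyl H3K9 antibody plus donor/acceptor beads, 10 min dark.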
# Anesthetic bind = binds horse apoferritin like a general anesthetic. Potency, µM (titrated, usually from 77.5 µM), for the others: at the top dose activity change, negative = displacement, hits mostly inhibitors. AID 485281. P02791. actives 0.074% (n = 350,000). apoferritin/1-aminoanthracene competitive binding, fluorescence; also: % is scaled to controls: 0 for no effect and ±100 for the full control effect; nearly all actives have a fitted effect of over 20% in size
#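 Apoferritin-based anesthetic binding model; compound displacement of fluorescent 1-AMA measured as endpoint fluorescence after 10 minutes at room temperature, scaled to free-ligand and complex controls.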
# POLK inh = inhibitors of human DNA polymerase kappa. Potency, µM (top dose mostly 107 µM), for inactives: at the top dose activity, negative = inhibition, hits mostly inhibitors. actives 0.53% (n = 400,000). purified Pol kappa, fluorescent DNA synthesis assay, 10 min; also: % is scaled to controls: 0 for no effect and ±100 for the full control effect
# Target sequence (Q9UBT6 whole entry, looked up): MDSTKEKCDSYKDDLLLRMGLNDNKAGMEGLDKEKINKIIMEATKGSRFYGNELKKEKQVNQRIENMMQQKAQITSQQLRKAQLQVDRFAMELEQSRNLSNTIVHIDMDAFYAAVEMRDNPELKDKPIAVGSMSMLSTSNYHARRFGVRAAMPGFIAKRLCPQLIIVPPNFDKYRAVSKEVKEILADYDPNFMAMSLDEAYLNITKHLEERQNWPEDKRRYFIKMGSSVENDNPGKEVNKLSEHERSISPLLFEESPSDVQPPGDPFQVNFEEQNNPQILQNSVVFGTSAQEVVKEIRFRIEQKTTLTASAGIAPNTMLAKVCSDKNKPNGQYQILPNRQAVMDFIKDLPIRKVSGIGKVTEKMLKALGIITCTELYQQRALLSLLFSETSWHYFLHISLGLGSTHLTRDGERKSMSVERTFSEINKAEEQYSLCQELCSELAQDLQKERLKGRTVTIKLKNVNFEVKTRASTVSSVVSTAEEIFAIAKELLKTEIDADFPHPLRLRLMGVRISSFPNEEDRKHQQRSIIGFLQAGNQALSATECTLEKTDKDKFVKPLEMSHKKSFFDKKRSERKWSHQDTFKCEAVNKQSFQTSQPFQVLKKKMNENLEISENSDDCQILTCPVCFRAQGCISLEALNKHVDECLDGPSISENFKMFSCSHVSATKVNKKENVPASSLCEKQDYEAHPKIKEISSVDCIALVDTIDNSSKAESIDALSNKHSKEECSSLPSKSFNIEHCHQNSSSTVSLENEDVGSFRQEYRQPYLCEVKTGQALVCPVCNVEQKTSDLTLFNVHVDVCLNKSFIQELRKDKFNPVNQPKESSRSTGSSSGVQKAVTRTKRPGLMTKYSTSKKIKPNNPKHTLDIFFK
#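 Here, compound and 10 nM enzyme are combined for 15 min at room temperature; adding 50 nM substrate (final) starts DNA synthesis, tracked by fluorescence at 0 and 10 min against buffer-only wells.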
# Pol beta inh = inhibitors of human DNA polymerase beta; Pol beta primer extension/strand displacement, fluorescence kinetic; AID 485314; actives 1.3% (n = 340,000); Potency, µM (series often up to 114 µM), inactives show at the top dose activity change, negative = inhibition, actives largely listed as inhibitors; also: % is scaled to controls: 0 for no effect and ±100 for the full control effect
#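 Pol beta (10 nM) was preincubated with compound for 15 min at room temperature. The reaction was then started with 50 nM substrate and read immediately and after a further 10 min at room temperature.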
# APE1 inh = blocks human APE1 abasic DNA cleavage | P27695 | recombinant APE1, TAMRA/BHQ-2 abasic DNA cleavage fluorescence | Potency, µM (highest dose often 65.8 µM), without a hit: top-dose activity change, negative = inhibition, most hits filed as inhibitors | actives 0.35% (n = 350,000) | AID 2517;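 also: plate controls were vehicle for no effect and reference inhibitor for full effect; nearly all actives have a fitted effect of over 55% in size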
#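 Step 1: APE1 (0.75 nM) with compound, 15 min RT. Step 2: add 50 nM fluorophore/quencher THF duplex. Step 3: three fluorescence reads 60 s apart (525/598 nm); read 3 minus read 1 = reaction progress.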
# An asterisk follows results filed as active; ? = inconclusive; nt = not tested or not shown; [ ] = dose if it differs, or a comment. Calls follow the shape of the dose curve; as a rule, active = well fitted curve in the direction sought with a large enough effect; inconclusive = small, poorly fitted or top-dose-only effect, or another doubt; inactive = no such curve, though single readings can be large; an effect the other way counts as inactive or inconclusive. Potency is read from the fitted curve at half-maximal effect. This is a subset; the hit share may differ from the screen's.
# Abbreviations – A = POLH inh; B = BLM helicase inh; C = BAZ2B inh; D = Pol iota inh; E = G9a block; F = Anesthetic bind; G = POLK inh; H = Pol beta inh; I = APE1 inh
Cc1sc(=NC(=O)c2ccco2)n(C)c1-c1ccc(Cl)cc1
  A = -2%	B = 0%	C = 0%	D = 0%	E = 1%[59 µM]	F = -8%	G = -8%	H = 23%	I = -5%
CC(C)CC(c1nnnn1CC1CCCO1)N1CCN(C2CCCC2)CC1 (stereo unspecified)
  A = -15%	B = -2%	C = ?	D = 9%	E = -3%[12.7 µM]	F = -12%	G = 0%	H = 28%	I = -6%
Cc1nn(-c2ccccc2)c(Cl)c1C(=O)NC1CCCCC1
  A = 6%	B = -6%	C = -3%	D = 68%[activator]	E = nt	F = -3%	G = -7%	H = ?	I = 11%
Cc1ccc(C)c(OCCOCCN2CC(C)OC(C)C2)c1C (stereo unspecified)
  A = 5%	B = -2%	C = 25µM*	D = 6%	E = 13µM*	F = -9%	G = -14%	H = -7%	I = 0%
S=c1[nH]nc(-c2ccccn2)n1/N=C/c1ccc(Cl)cc1
  A = -11%	B = -3%	C = 18µM*	D = 136%[activator]	E = 2.2µM*	F = -4%	G = -4%	H = 18%	I = 6%
O=C(NCCCO)c1ccc2nc(-c3ccco3)c(-c3ccco3)nc2c1
  A = 7.9µM*	B = -30%	C = 50µM*	D = 10µM*	E = 7.1µM*	F = 129%[activator]	G = 28µM*	H = 28µM*	I = ?
C/C(CCC(C)C)=N\NC(=S)Nc1cc(S(=O)(=O)N2CCOCC2)ccc1N1CCOCC1
  A = -21%	B = -3%	C = -32%	D = 8%	E = 25µM*	F = -22%	G = 3%	H = 19%	I = -5%
COc1ccccc1CCNC(=O)C(=O)NCC1OCCCN1S(=O)(=O)c1ccc(F)cc1C (stereo unspecified)
  A = -14%	B = -3%	C = -11%	D = -1%	E = 20%	F = -7%	G = -22%	H = 8%	I = 12%
Cc1ccc(OCC(=O)N2CCCc3ccccc32)cc1
  A = -13%	B = 2%	C = 9%	D = ?	E = -7%[59 µM]	F = -11%	G = -1%	H = 25%	I = 12%
Cc1ccc2cc(CCNC(=O)C(=O)c3c[nH]c4ccccc34)c(=O)[nH]c2c1
  A = -26%	B = -1%	C = -28%	D = 49%[activator]	E = -10%	F = -19%	G = -14%	H = -2%	I = 19%
Cc1ccccc1NC(=O)COC(=O)[C@@H]1CCCN1C(=O)c1cccs1
  A = -10%	B = nt	C = nt	D = 36%[activator]	E = nt	F = nt	G = -13%	H = nt	I = 47%
Cc1noc(C(=O)N2CCN(c3ccccc3)CC2)c1Cl
  A = -5%	B = 1%	C = 10%	D = 23%	E = nt	F = -10%	G = 1%	H = -1%	I = -3%
CC(C)CNC(=O)C(=O)N/N=C/c1cccs1
  A = -2%	B = -7%	C = 12%	D = 7%[58.9 µM]	E = 2%[59 µM]	F = -7%	G = -7%	H = 3%	I = 16%
CO/N=C/C(C#N)=C/c1ccc(OC)cc1
  A = -19%	B = 4%	C = 11%	D = 26%	E = 14%	F = -11%	G = -14%	H = 6%	I = -1%
COc1ccc(NS(=O)(=O)c2cc(C(=O)N3CCN(C/C=C/c4ccccc4)CC3)ccc2C)cc1
  A = -4%	B = nt	C = 50µM*	D = 10%	E = 14µM*	F = nt	G = -5%	H = nt	I = -7%
O=C(Cn1c(S(=O)(=O)Cc2ccccc2)nc2ccccc21)N1CCCCC1
  A = -14%	B = -3%	C = -21%	D = -14%	E = ?	F = -3%	G = 17%	H = 22%	I = -3%
CCCSc1nnc2n(-c3ccccc3OC)c(=O)c3c4c(sc3n12)CCC4
  A = -4%	B = 0%	C = -1%	D = -1%	E = -6%	F = -22%	G = -10%	H = 34%	I = 0%
CCOC(=O)c1scc(-c2ccc(C)cc2)c1S(=O)(=O)N1CCN(c2ccccc2)CC1
  A = -18%	B = -4%	C = ?	D = -11%	E = -25%[59 µM]	F = 30%	G = 23%	H = -4%	I = nt
CC(C)C(NCc1c(Cl)cccc1Cl)C(=O)O (stereo unspecified)
  A = -1%	B = 1%	C = -1%	D = 16%	E = 79µM*	F = -6%	G = -15%	H = 6%	I = -3%
Cc1cc(C)n(CC(C)NC(=O)c2cc(COc3ccc(F)c(F)c3)on2)n1 (stereo unspecified)
  A = -20%	B = -3%	C = -2%	D = 12%	E = 4%[12.7 µM]	F = -23%	G = 0%	H = 26%	I = 6%
CCN(CC)S(=O)(=O)c1ccc2c(c1)c(=O)c(C(=O)NCCN(C)CCc1ccccc1)cn2C
  A = -16%	B = 6%	C = 10%	D = -8%	E = -17%[59 µM]	F = 1%	G = -12%	H = 5%	I = -6%
COc1ccc(C(=O)N2CCOCC2)cc1Br
  A = -6%	B = 1%	C = 11%	D = 16%	E = 3%[12.7 µM]	F = 4%	G = 0%	H = 35%	I = 0%
CC(C)Oc1ccc(C(=O)OCC(=O)NCCNC(=O)COC(=O)c2ccc(OC(C)C)cc2)cc1
  A = -16%	B = -9%	C = -23%	D = 17%	E = ?	F = -9%	G = 2%	H = 19%	I = 7%
CCCc1nnc(NC(=O)c2nc(S(=O)(=O)Cc3cccc(C)c3)ncc2Cl)s1
  A = -15%	B = -3%	C = ?	D = ?	E = nt	F = -7%	G = 17%	H = 34%	I = -4%
O=C(NCC1COc2ccccc2O1)C1CCN(S(=O)(=O)c2cccc3nsnc23)CC1 (stereo unspecified)
  A = -8%	B = -7%	C = -5%	D = -2%	E = 17%[0.0925 µM]	F = -14%	G = 4%	H = 21%	I = 15%
COc1ccc(C(=O)NCCn2cc(SCC(=O)NCC3CCCO3)c3ccccc32)cc1 (stereo unspecified)
  A = 5%	B = -1%	C = -7%	D = -8%	E = nt	F = -2%	G = -10%	H = 58%	I = 8%
O=C(c1ccccc1)C1CCN(C(=O)c2ccco2)CC1
  A = 3%	B = -6%	C = -4%	D = -3%	E = ?	F = -2%	G = -15%	H = -17%	I = -4%
Cc1ccccc1C(=O)c1c[nH]c(C(=O)N=CN(C)C)c1
  A = -21%	B = -2%	C = -15%	D = 132%[activator]	E = 1%	F = -10%	G = -2%	H = 2%	I = 5%
COc1ccc(-c2cc(C(=O)N3CCCCC3)c3ccccc3n2)cc1
  A = -12%	B = nt	C = -3%	D = 15%	E = 4%[0.501 µM]	F = nt	G = -10%	H = nt	I = 48%
COc1cc(C(=S)N2CCCCC2)ccc1OCC(=O)Nc1ccc(F)cc1
  A = -13%	B = -7%	C = -28%	D = -22%	E = ?	F = ?	G = 7%	H = 15%	I = 15%
CCOc1ccccc1CNC(=O)CCCN1C(=O)c2cccnc2Oc2ccc(Cl)cc21
  A = -22%	B = -3%	C = -6%	D = 14%	E = -2%[59 µM]	F = -16%	G = -3%	H = 8%	I = nt
O=C1CN(C(=O)OCc2ccccc2)c2ccccc2N1
  A = -9%	B = -2%	C = 5%	D = 15%	E = 5%[59 µM]	F = ?	G = -2%	H = 6%	I = -4%
Cc1ccc(-c2cc(C(=O)N3CCN(C(=O)c4ccco4)CC3)[nH]n2)cc1C
  A = -9%	B = -3%	C = -13%	D = 45%[activator]	E = 23%	F = -15%	G = -3%	H = 39%	I = 38%
COC(=O)CNC(=O)COc1ccccc1
  A = 7%	B = -2%	C = -4%	D = 1%	E = -45%[59 µM]	F = -8%	G = -1%	H = 3%	I = 1%
CC(=O)N1CCN(C(=O)COC(=O)c2ccc(S(C)(=O)=O)cc2)CC1
  A = -10%	B = nt	C = nt	D = 8%	E = nt	F = nt	G = -5%	H = nt	I = 23%
Cc1cc(C(=O)N2CCOCC2)ccc1[N+](=O)[O-]
  A = 1%	B = -10%	C = -8%	D = 137%[activator]	E = nt	F = -14%	G = -7%	H = -5%	I = 21%
CCOc1ccc(OCC(=O)Nc2ccc(S(=O)(=O)Nc3cc(C)nc(C)n3)cc2)cc1
  A = ?	B = -5%	C = -6%	D = ?	E = 14µM*	F = 3%	G = -5%	H = -1%	I = -3%
COc1cc2nc(NCCCN3CCN(C)CC3)n3nc(-c4ccccc4)nc3c2cc1OC
  A = ?	B = -4%	C = -35%	D = ?	E = ?	F = -17%	G = ?	H = 25µM*	I = 10%
CCN(CC)C(=O)CSc1ccccc1N
  A = -8%	B = -3%	C = 2%	D = 12%	E = 4%[12.7 µM]	F = -16%	G = 9%	H = 0%	I = -2%
COc1cc(C2CC(=O)c3cnc(N4CCN(CCO)CC4)nc3C2)cc(OC)c1OC (stereo unspecified)
  A = -8%	B = 3%	C = -12%	D = 1%	E = 1%[59 µM]	F = -11%	G = 1%	H = 19%	I = nt
Cc1cccc(CCNC(=O)CC2C(=O)NCCN2Cc2ccccc2C)n1 (stereo unspecified)
  A = -9%	B = -2%	C = 8%	D = 25%	E = 50µM*	F = -7%	G = -13%	H = -1%	I = 43%[activator]
CCCCCCCCCCSc1n[nH]c(N)n1
  A = -26%	B = -16%	C = 1%	D = -2%	E = 7%[59 µM]	F = ?	G = -1%	H = -19%	I = 7%
Cc1cccc(N(CC(=O)NCc2ccco2)C(=O)CCC(=O)Nc2ccccn2)c1
  A = -8%	B = -3%	C = -35%	D = -2%	E = 1%[12.7 µM]	F = -17%	G = -13%	H = -1%	I = -4%
CCOC(=O)c1csc(NC(=O)c2ccc(C#N)cc2)n1
  A = 3%	B = -5%	C = -15%	D = ?	E = 0%	F = -2%	G = 3%	H = -3%	I = 2%
COc1ccc(/C=C(\C#N)C(=O)OCC(=O)NCc2ccco2)cc1
  A = -4%	B = -4%	C = 16%	D = 0%	E = nt	F = -9%	G = -11%	H = 16%	I = -3%
O=C(NCC(c1cccnc1)N1CCc2ccccc21)c1ccc(F)c(F)c1 (stereo unspecified)
  A = -18%	B = -3%	C = 0%	D = 10%	E = 3%[59 µM]	F = ?	G = -2%	H = -1%	I = nt

# Of the compounds above, 3 have a cyano group.
# Abbreviations – A = POLH inh; B = BLM helicase inh; C = BAZ2B inh; D = Pol iota inh; E = G9a block; F = Anesthetic bind; G = POLK inh; H = Pol beta inh; I = APE1 inh
CO/N=C/C(C#N)=C/c1ccc(OC)cc1
  A = -19%	B = 4%	C = 11%	D = 26%	E = 14%	F = -11%	G = -14%	H = 6%	I = -1%
CCOC(=O)c1csc(NC(=O)c2ccc(C#N)cc2)n1
  A = 3%	B = -5%	C = -15%	D = ?	E = 0%	F = -2%	G = 3%	H = -3%	I = 2%
COc1ccc(/C=C(\C#N)C(=O)OCC(=O)NCc2ccco2)cc1
  A = -4%	B = -4%	C = 16%	D = 0%	E = nt	F = -9%	G = -11%	H = 16%	I = -3%
